Screening data from PubChem BioAssay.
Rac1 mut GTP: GTP binding modulators of activated mutant Rac1, primary screen, biochemical, bead-based flow cytometry, multiplex, fluorescent GTP; GST-Rac1 activated beads; actives lie on both sides; 100% means binding = to untreated wells; percent activity (GTP binding), % at 10 µM; 190,000 compounds, 0.11% hits; AID 764, 2007;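 active means GTP binding at least 20 percentage points away from the 100% baseline, in either direction, so actives lie on both sides; inconclusive means Compound likely fluorescent itself, or too few beads counted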
Mcl-1 Bim block: inhibitors of Bim peptide binding to Mcl-1, primary screen, biochemical, bead-based flow cytometry, multiplex | Bim peptide-Mcl-1 binding | 190,000 compounds, 0.1% hits | Induced myeloid leukemia cell differentiation protein Mcl-1 (Homo sapiens), Q07820 | inhibition, % at 10 µM; in the data active means inhibition above about 40%;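 further: 0% = no compound tracer wells and 100% = peptide blocker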
Target sequence (Q07820 whole entry, looked up): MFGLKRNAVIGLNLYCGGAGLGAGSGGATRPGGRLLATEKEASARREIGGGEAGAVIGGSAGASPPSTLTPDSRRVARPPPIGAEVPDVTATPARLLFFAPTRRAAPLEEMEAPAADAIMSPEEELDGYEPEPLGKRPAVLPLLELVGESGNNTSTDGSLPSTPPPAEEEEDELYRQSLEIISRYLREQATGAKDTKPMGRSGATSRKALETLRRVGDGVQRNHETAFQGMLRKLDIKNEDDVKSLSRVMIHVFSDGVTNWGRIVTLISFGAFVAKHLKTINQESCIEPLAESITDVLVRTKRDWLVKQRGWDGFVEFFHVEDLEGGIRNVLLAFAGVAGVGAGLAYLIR
Mcl1 Noxa PPI: Mcl-1/Noxa binding inhibitors, primary screen, biochemical, TR-FRET, 1536-well; Induced myeloid leukemia cell differentiation protein Mcl-1 (Homo sapiens), Q07820; TR-FRET Mcl-1/Noxa peptide binding, 2 h; inhibition, % at 21.7 µM; 220,000 compounds, 1.5% hits;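 active means compounds that cut the protein-peptide binding signal by more than 50% relative to plate controls in a single-dose test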;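 further: His-tagged Mcl-1 with rhodamine Noxa BH3 peptide and terbium anti-His antibody; 0% = Mcl-1 plus Noxa peptide wells and 100% = peptide-only wells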
Rac1 wt modul: wildtype Rac1 GTP binding modulators, primary screen, biochemical, GST-Rac1 beads, flow cytometry, multiplex | Ras-related C3 botulinum toxin substrate 1 (Homo sapiens), P63000 | fluorescent GTP binding; actives lie on both sides; 0 = cold GTP competed, 100 = untreated | GTP binding activity (% of control), % at 10 µM | 190,000 compounds, 0.27% hits;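 active means GTP binding activity at least 20 points away from the 100% control level, either lower or higher; inconclusive means compound flagged as likely green fluorescent, judged across all proteins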
Rab7 wt modul: modulators of GTP binding to Rab7, primary screen, biochemical, wildtype, multiplex bead flow cytometry; GST-Rab7 beads, fluorescent GTP binding; actives lie on both sides; untreated = 100%, excess cold GTP = 0%; Rab7 GTPase wild type (dog), Bodipy-FL-GTP binding; 190,000 compounds, 0.055% hits; AID 758, 2007; GTP binding activity (percent of control), % at 10 µM;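 active means fluorescent GTP binding to Rab7 beads changed by at least 20 points from the 100% baseline, either direction, mostly lower; inconclusive means compound itself probably fluorescent, or too few beads counted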;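 further: median green fluorescence of bound Bodipy-FL-GTP per Rab7 bead population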
Cdc42 wt GTP: modulators of GTP binding to wildtype Cdc42, primary screen, biochemical, multiplex bead flow cytometry, Bodipy-GTP; Cell division control protein 42 homolog (Homo sapiens), P60953; GST-Cdc42 beads; actives lie on both sides; percent activity (GTP binding), % at 10 µM; 190,000 compounds, 0.2% hits;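 active means percent activity GTP binding at least 20 points away from the 100% baseline, either down as inhibitor or up as activator; inconclusive means compound flagged as likely green fluorescent from well-wide comparison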;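 further: median bead fluorescence of bound Bodipy-FL-GTP at 100 nM; 0% = excess unlabeled GTP control and 100% = no compound control; below 100% means less GTP binding so inhibitor and above means activator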
Target sequence (P60953 whole entry, looked up): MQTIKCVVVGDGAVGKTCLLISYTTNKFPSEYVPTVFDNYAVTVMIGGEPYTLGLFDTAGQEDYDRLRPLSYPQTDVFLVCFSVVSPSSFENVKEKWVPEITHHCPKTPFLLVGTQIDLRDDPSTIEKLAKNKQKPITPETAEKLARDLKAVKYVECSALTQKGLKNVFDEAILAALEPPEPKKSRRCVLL
Pf gamet viab: late stage P. falciparum gametocyte viability inhibitors, primary screen, ATP luminescence, HTS. P. falciparum stage V gametocytes, 24 h. AID 743093, 2013. 150,000 compounds, 0.065% hits. inhibition, % at 10.9 µM;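 active means inhibition above the mean plus 3 SD of compounds within the control limits, set per campaign, cut at about 38% in these data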;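 further: 0% = DMSO wells and 100% = medium only without gametocytes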
RGS8-Gao reg: RGS8-Galphao binding modulators, primary screen, biochemical, multiplexed bead flow cytometry; Guanine nucleotide-binding protein G(o) subunit alpha (Homo sapiens), P09471; response (percent of control binding), % at 10 µM; 220,000 compounds, 0.34% hits; AID 1423, 2008; actives lie on both sides; in the data active means response below about 60% or above about 140%; inactive means in between;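 further: Galphao activated as the GDP aluminium fluoride complex binding bead-coupled RGS8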
Target sequence (P09471 whole entry, looked up): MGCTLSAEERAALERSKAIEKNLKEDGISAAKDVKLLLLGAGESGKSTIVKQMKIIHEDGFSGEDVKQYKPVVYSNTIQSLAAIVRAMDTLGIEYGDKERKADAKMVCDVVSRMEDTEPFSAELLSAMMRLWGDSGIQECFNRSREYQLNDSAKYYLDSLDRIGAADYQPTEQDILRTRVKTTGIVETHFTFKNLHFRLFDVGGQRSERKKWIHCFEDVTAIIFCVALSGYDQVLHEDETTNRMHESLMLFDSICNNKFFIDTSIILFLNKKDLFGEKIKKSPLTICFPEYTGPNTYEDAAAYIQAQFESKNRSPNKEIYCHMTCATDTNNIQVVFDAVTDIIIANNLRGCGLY
Mcl1-Bid inh: Mcl-1/Bid binding inhibitors, primary screen, biochemical, TR-FRET, 1536-well. AID 1021, 2008. Induced myeloid leukemia cell differentiation protein Mcl-1 (Homo sapiens), Q07820. 220,000 compounds, 0.97% hits. TR-FRET Mcl-1/Bid-Dy647 peptide binding. inhibition, % at 21.7 µM;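 active means compounds that cut the binding signal by more than half at the single screening dose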;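 further: His-tagged Mcl-1 with europium anti-His antibody binding Bid BH3 peptide; 0% = Mcl-1 plus peptide wells and 100% = peptide-only wells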
Rab2A wt mod: modulators of GTP binding to Rab2A wildtype, primary screen, biochemical, dog, bead-based flow cytometry, multiplex. Ras-related protein Rab-2A (Canis lupus familiaris), P61105. GST-Rab2 wt beads, Bodipy-GTP binding. GTP binding activity, % at 10 µM. 190,000 compounds, 0.19% hits. AID 760, 2007;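 active means GTP binding activity at least 20 points away from 100%, either lowered or raised; inconclusive means signal likely due to the compound's own green fluorescence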;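 further: 0% = beads with excess unlabeled GTP and 100% = no-compound control corrected for plate trend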
HRas wt GTP: modulators of GTP binding to HRas wildtype, primary screen, biochemical, bead-based flow cytometry, multiplex. GTPase HRas (Homo sapiens), P01112. GST-Ras wt beads, Bodipy-FL-GTP binding; actives lie on both sides. GTP binding activity, % at 10 µM. 190,000 compounds, 0.14% hits. AID 759, 2007;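 active means GTP binding activity at least 20% away from the 100% baseline, either lowered as inhibitor or raised as activator; inconclusive means flagged as likely green fluorescent, judged across all proteins in the well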;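 further: 0% = unlabeled GTP competition control and 100% = no-compound control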
Target sequence (P01112 whole entry, looked up): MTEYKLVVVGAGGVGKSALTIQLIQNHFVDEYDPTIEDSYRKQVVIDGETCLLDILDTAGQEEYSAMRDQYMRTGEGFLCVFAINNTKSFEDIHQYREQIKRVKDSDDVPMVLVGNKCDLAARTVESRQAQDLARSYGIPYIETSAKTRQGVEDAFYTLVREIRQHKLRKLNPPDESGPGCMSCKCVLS
Active calls of the source: *; ? = inconclusive; . = not tested or not shown.

SMILES	Rac1 mut GTP	Mcl-1 Bim block	Mcl1 Noxa PPI	Rac1 wt modul	Rab7 wt modul	Cdc42 wt GTP	Pf gamet viab	RGS8-Gao reg	Mcl1-Bid inh	Rab2A wt mod	HRas wt GTP
CC(c1ccon1)N(C)Cc1cn[nH]c1-c1ccc(-c2ccccc2)cc1 (stereo not given)	95.0	-1.0	14.9	96.0	105.0	96.0	9.6	101.9	-17.2	100.0	96.0
COc1cc(-c2nnc3sc(C4CCCCC4)nn23)cc(OC)c1OC	100.0	-3.0	27.4	107.0	103.0	106.0	.	101.7	3.6	106.0	104.0
Cc1nc(S/C(=C/c2ccc(-c3cccc(Cl)c3)o2)C(=O)O)n[nH]1	94.0	0.0	13.4	100.0	95.0	96.0	.	101.6	-11.7	93.0	97.0
COC(=O)c1ccccc1NC(=O)CN1C(=O)CSC1=O	97.0	0.0	-4.8	109.0	104.0	105.0	.	.	-33.8	100.0	104.0
Cc1nnc(Nc2ccc3c(c2)OCO3)c2ccccc12	100.0	-1.0	23.3	104.0	103.0	102.0	.	103.5	-54.6	102.0	103.0
CCOC(=O)c1nn(-c2ccc(F)cc2)cc1O	98.0	0.0	18.8	102.0	98.0	100.0	-19.1	102.2	-38.2	97.0	100.0
COc1cccc(C2C(C(C)=O)=C(O)C(=O)N2CCNCCO)c1 (stereo not given)	96.0	0.0	22.3	96.0	103.0	98.0	.	103.8	-27.4	99.0	95.0
O=C(NNC(=O)C1CCCN(S(=O)(=O)c2cccc(F)c2)C1)C1CC1 (stereo not given)	?	1.0	17.3	?	?	?	.	100.2	10.6	?	?
COc1cccc(C(=O)N/N=c2\sc3ccccc3n2C)c1	98.0	-5.0	2.6	97.0	102.0	95.0	14.3	81.4	-53.3	96.0	98.0
CC(C)C(=O)N1CCC(c2nc(-c3ccc(S(=O)(=O)N4CCN(C)CC4)cc3)no2)CC1	95.0	0.0	-4.9	95.0	93.0	96.0	-5.6	102.9	-7.6	94.0	94.0
CCC1CCCCN1CC(=O)Nc1cc(OC)c(OC)cc1C#N (stereo not given)	96.0	0.0	5.5	100.0	96.0	100.0	.	107.3	-5.7	99.0	94.0
c1ccc(-c2cn3c4c(sc3n2)CCCC4)cc1	99.0	-1.0	8.7	101.0	96.0	101.0	.	100.1	-16.9	98.0	98.0
CCc1ccc2c(CN3CCc4ccccc43)cc(=O)oc2c1	101.0	2.0	5.3	105.0	102.0	105.0	1.2	101.2	-73.2	100.0	102.0
CCN(CC)CCCNC(=O)c1c(O)c2c([nH]c1=O)CCCC2	102.0	-2.0	0.9	110.0	98.0	107.0	.	102.9	-24.8	101.0	102.0
COC(=O)CSc1nnc([C@H](CC(C)C)NC(=O)OC(C)(C)C)o1	98.0	-4.0	-17.1	100.0	100.0	99.0	-6.4	101.4	-7.2	100.0	100.0
COc1ccc(CCn2c(C)cc(C(=O)CSc3nnnn3-c3ccccc3)c2C)cc1OC	92.0	0.0	-50.6	98.0	103.0	97.0	11.8	100.0	27.7	96.0	101.0
Cc1ccccc1-c1nc(S(=O)(=O)c2ccc(Br)cc2)c(NCc2cccnc2)o1	100.0	0.0	9.0	100.0	98.0	102.0	.	100.6	-1.0	98.0	100.0
CCOC(=O)c1c(CN2CCOCC2)n(-c2ccccc2)c2cc(Br)c(O)cc12	91.0	-2.0	27.2	95.0	94.0	96.0	-39.1	102.7	-11.2	93.0	94.0
COCCNC(=O)C1CC(=O)N(C2CCCC2)C1 (stereo not given)	98.0	-3.0	5.3	103.0	100.0	101.0	.	103.1	-18.3	99.0	98.0
Cc1cc(C)cc(CSc2nnc(C)c(=O)[nH]2)c1	102.0	-3.0	-4.1	111.0	101.0	105.0	-10.7	99.1	22.4	99.0	102.0
COc1ccc(N/C(C)=C2/C(=O)C(=O)N(CCO)C2c2ccc(Br)cc2)cc1 (stereo not given)	98.0	-1.0	23.7	103.0	102.0	103.0	.	99.2	-17.3	103.0	103.0
O=C(/C=C/Nc1ccccc1C(=O)O)c1cccs1	95.0	-2.0	8.0	101.0	95.0	101.0	4.8	98.6	-25.1	97.0	97.0
COc1ccccc1N1CCN(C(=O)CNC(=O)c2cn(-c3ccccc3OC)c(=O)c3ccccc23)CC1	98.0	-1.0	-22.3	106.0	108.0	101.0	-20.0	97.5	-30.4	103.0	100.0
CCN1C(=O)C(CC(=O)Nc2ccc(OC)cc2)N(CCCN2CCN(c3ccc(F)cc3)CC2)C1=S (stereo not given)	100.0	0.0	8.0	108.0	103.0	106.0	-1.9	98.5	-17.4	101.0	103.0
Cc1ccc(-n2c(=S)[nH]c3c(oc4ccccc43)c2=O)cc1C	99.0	-5.0	20.2	106.0	99.0	100.0	5.2	98.5	-55.4	101.0	101.0
(continued)
SMILES	Rac1 mut GTP	Mcl-1 Bim block	Mcl1 Noxa PPI	Rac1 wt modul	Rab7 wt modul	Cdc42 wt GTP	Pf gamet viab	RGS8-Gao reg	Mcl1-Bid inh	Rab2A wt mod	HRas wt GTP
Cc1cccnc1NC1(C(F)(F)F)N=C2SCCN2C1=O (stereo not given)	95.0	-6.0	16.0	97.0	98.0	100.0	-10.8	103.9	-11.4	97.0	97.0
Cc1noc(C)c1COC(=O)c1ccc(-c2nc3ccccc3s2)s1	100.0	3.0	-4.4	103.0	99.0	100.0	13.6	93.9	-0.1	100.0	101.0
CCOC(=O)c1c(-c2ccccc2)csc1NC(=S)NC(=O)c1ccccc1	97.0	-3.0	12.8	98.0	96.0	98.0	-2.3	100.9	2.6	97.0	99.0
COc1ccc(-c2nnc(SCCOc3cccc(C)c3)n2N)cc1	101.0	0.0	0.4	103.0	98.0	100.0	.	106.1	-7.2	101.0	102.0
CN(Cc1ccccc1)C(=O)Cn1cccc1C(=O)c1ccccc1	99.0	1.0	-9.2	104.0	102.0	104.0	.	93.1	-6.7	102.0	102.0
Cc1c(Br)c([N+](=O)[O-])nn1CC(=O)Nc1ccc(C(C)C)cc1	97.0	-1.0	-6.9	100.0	93.0	91.0	.	102.5	-2.7	95.0	95.0
CCCCNC(=O)Nc1cc(C)on1	99.0	-5.0	16.7	105.0	101.0	100.0	-6.9	108.5	-20.1	100.0	101.0
COc1ccc(C(C#N)c2ccc(Cl)nn2)cc1 (stereo not given)	94.0	-2.0	3.9	97.0	94.0	96.0	-61.8	98.9	-17.6	96.0	95.0
COc1cccc(CNC(=O)CCC2CCCN(C(=O)c3ccoc3C)C2)c1 (stereo not given)	95.0	0.0	0.8	100.0	99.0	98.0	8.8	98.8	-0.5	97.0	98.0
CCC(=O)c1ccccc1OCCN1CCN(CC)CC1	97.0	3.0	21.1	96.0	93.0	98.0	-9.1	103.9	35.0	96.0	93.0
COc1cc(OC)cc(C(=O)N[C@H](C(=O)OCc2cc(=O)oc3cc(C)ccc23)C(C)C)c1	98.0	-4.0	12.6	106.0	98.0	100.0	.	62.8	9.4	99.0	100.0
Cn1c(=O)c2c(ncn2Cc2nnc(N)s2)n(C)c1=O	97.0	0.0	4.9	99.0	102.0	96.0	.	104.8	-18.4	98.0	99.0
CC(C)CCn1c(O)c(N=NC(=O)c2ccco2)c2ccccc21	98.0	0.0	6.2	99.0	95.0	98.0	-43.0	109.2	-2.4	97.0	96.0
CCCCN(C)CCCNC(=O)c1ccc(N2CCCC2=O)cc1	95.0	-1.0	6.0	97.0	97.0	100.0	.	102.8	-4.5	95.0	98.0
Cc1cc(NS(=O)(=O)c2ccc(NC(=O)c3cc4cc(Br)ccc4oc3=O)cc2)no1	87.0	-4.0	-10.7	90.0	92.0	91.0	12.8	98.8	57.1*	90.0	93.0
COc1cc(C2C=C(Nc3ccccc3)C(=O)N2c2ccccc2)ccc1O (stereo not given)	101.0	-3.0	14.2	105.0	98.0	101.0	.	93.5	-43.1	100.0	101.0
CC(C)(C)N(Cc1ccccc1)C(=O)COC(=O)c1cccc([N+](=O)[O-])c1	97.0	-1.0	14.2	101.0	102.0	95.0	.	99.5	-19.8	98.0	97.0
COc1ccccc1NC(=O)CSc1nc2nc(C)cc(C)c2c(=O)[nH]1	89.0	-6.0	.	89.0	93.0	92.0	.	98.0	-9.9	92.0	93.0
O=C(/C=C/c1ccccc1)NC(NC(=S)Nc1cc(Cl)ccc1Cl)C(Cl)(Cl)Cl (stereo not given)	96.0	-2.0	-2.8	97.0	100.0	96.0	-10.6	92.7	-15.5	99.0	97.0
COC(=O)c1cc(OC)c(OC)cc1NC(=O)c1cccc(C)c1	95.0	0.0	-0.5	93.0	99.0	94.0	-16.1	99.4	-15.1	98.0	96.0
CC1(C)CC(C)(O)N(Cc2ccccc2)C(=S)N1 (stereo not given)	102.0	-1.0	6.8	102.0	97.0	100.0	2.2	102.6	-31.2	100.0	102.0
O=[N+]([O-])c1ccccc1N(CC1CO1)S(=O)(=O)c1ccccc1 (stereo not given)	96.0	-1.0	10.4	99.0	94.0	93.0	-4.5	90.1	6.1	94.0	95.0
CCCc1[nH]n(-c2ccc([N+](=O)[O-])cc2)c(=O)c1C=NCCc1c[nH]c2ccccc12	97.0	5.0	6.4	105.0	99.0	102.0	10.6	104.7	14.3	98.0	100.0
CCC(O)C1CCN(Cc2cn(Cc3ccccc3)nc2-c2cc3ccccc3o2)CC1 (stereo not given)	93.0	-11.0	10.8	93.0	98.0	94.0	-24.8	102.5	10.8	97.0	94.0
CC1CCCC(C)N1C(=O)Cc1ccccc1 (stereo not given)	96.0	-3.0	20.3	96.0	102.0	100.0	-5.2	105.1	6.7	100.0	100.0
Cc1cc(OCC(O)CN2CCN(CCO)CC2)ccc1C(C)C (stereo not given)	99.0	6.0	6.5	100.0	100.0	95.0	-15.1	112.3	18.3	100.0	98.0
COc1ccccc1C(=O)Nc1cc(Cl)ccc1O	92.0	-1.0	24.1	92.0	94.0	95.0	.	102.4	-6.7	96.0	96.0
